# ERp5 block: inhibitors of human ERp5; ERp5 insulin aggregation, absorbance 650 nm, 90 min; 350,000 compounds, 0.05% hits; inhibition, % at 9.99 µM;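 active = mean replicate inhibition above about 25%, with every replicate also reaching it, limit read from the data, passing the limit was not always enough; inconclusive = only one of those two criteria met; inactive = neither criterion met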
# Target sequence (Q15084 whole entry, looked up): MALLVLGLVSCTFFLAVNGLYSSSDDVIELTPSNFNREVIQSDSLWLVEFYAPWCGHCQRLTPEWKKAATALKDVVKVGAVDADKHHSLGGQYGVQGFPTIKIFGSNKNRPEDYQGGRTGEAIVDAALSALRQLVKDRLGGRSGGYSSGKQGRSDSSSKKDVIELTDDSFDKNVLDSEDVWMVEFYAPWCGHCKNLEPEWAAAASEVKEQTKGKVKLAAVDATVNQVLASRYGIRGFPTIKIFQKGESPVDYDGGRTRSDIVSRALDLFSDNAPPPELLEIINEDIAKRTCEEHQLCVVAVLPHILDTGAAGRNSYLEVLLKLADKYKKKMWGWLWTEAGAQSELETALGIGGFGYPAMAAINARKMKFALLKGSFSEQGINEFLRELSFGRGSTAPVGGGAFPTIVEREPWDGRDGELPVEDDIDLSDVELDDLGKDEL
# PAX8 inh HTS: inhibitors of PAX8 transcriptional activity in RMG-I cells; RMG-I TPO-luciferase reporter, SteadyGlo, 24 h; inhibition, % at 12.6 µM; 360,000 compounds, 1.2% hits;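 active = mean replicate inhibition at least 60% with every replicate also reaching 60%; inconclusive = only one of the two criteria is met; inactive = mean below 60% and not all replicates reaching 60%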;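 note: luciferase light reporting Pax8 driven TPO promoter activity; plate controls were median of neutral control wells for no effect and mitoxantrone controls for full effect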
# ARNT TACC3 PPI: disrupts binding between human ARNT and TACC3; Q9Y6A5; AlphaScreen His-ARNT PAS-B/GST-TACC3 binding, luminescence; TACC3 fragment carries E629A point mutation; inhibition, % at 9.99 µM; 390,000 compounds, 0.66% hits;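 active = mean inhibition of replicates at least 50% and at least half of replicates each reaching 50%; inconclusive = half or more replicates reach 50% but mean below 50%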;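 note: 0% = complete ARNT plus TACC3 wells and 100% = ARNT alone without TACC3; many hits fall short of the cut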
# EWS-Fli block: inhibitors of EWS/Fli oncoprotein transcriptional activity; A673 NR0B1-luciferase reporter, viability-normalised; inhibition, % at 12.6 µM; 350,000 compounds, 0.67% hits; AID 651661;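 active = mean inhibition of at least 50% after viability correction, with every replicate also passing that limit; inconclusive = mean reaches 50% but only one of two replicates passes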;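 note: firefly luciferase signal divided by Alamar Blue viability fluorescence both relative to DMSO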
# GSIS activator: GLuc luminescence reporter in INS-1E cells, primary screen for activators of glucose-dependent secretion of insulin. INS-1E GLuc reporter insulin secretion, 2-3 h. activation, % at 16.6 µM. 370,000 compounds, 0.61% hits. AID 743287;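 active = lowest replicate activation of at least 40%, so every replicate reaches that level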;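 note: 0% = median of neutral control wells and 100% = median of IBMX positive control wells; some compounds called inactive have numbers as strong as hits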
# XiGFP reactiv: reactivates the inactive X chromosome in mouse fibroblasts; XiGFP mouse fibroblasts, % GFP-positive cells imaging, 3 d; cells co-treated with 5-aza-dC sensitizer; scaled so ellipticine positive control = 100%; activation, % at 7.58 µM; 360,000 compounds, 0.055% hits; AID 743238;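 active = mean normalized replicate activation at least 10% and every replicate at or above 10%; inconclusive = only one of the two criteria met; inactive = mean below 10% and not all replicates reach 10%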;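 note: 0% = median of on-plate neutral control wells and 100% = ellipticine 6 µM median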
#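 Schedule: 3 d treatment, 15 min room-temperature fixation; system: 68-5-11 XiGFP fibroblast line; buffer or medium: DMEM plus 5-aza-dC sensitizer; control set: ellipticine 6 µM positive control; compound: one concentration, pinned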
# DENV2 CPE rescue: inhibitors of DENV2 cytopathic effect. DENV2-infected cells, cytopathic effect rescue, plate reader. CPE inhibition, % at 9.99 µM. 350,000 compounds, 1.7% hits. AID 651640; in the data active = CPE inhibition above about 20%, passing the limit was not always enough; inconclusive = no clear call, values can overlap the other calls; tested in BHK-21 cells;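 note: 0% = median of neutral control wells and 100% = median of positive control wells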
# F508del corr: correctors of CFTR F508del function in bronchial epithelial cells; 350,000 compounds, 0.36% hits; CFBE cells, YFP halide quenching; stimulated with forskolin plus potentiator P3; % fluorescence drop versus neutral controls; activity (quench increase), % at 7.58 µM; AID 720511;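 active = mean added fluorescence quench of at least 8% versus neutral control, with both replicates also reaching 8%; inconclusive = only one of the mean or replicate conditions met; inactive = mean below 8% and not both replicates reaching 8%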;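 note: cells transiently co-express mutant CFTR-F508del with the halide-sensitive YFP; corrector assay measuring rescue of mutant channel to the surface after 24 h compound exposure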
# An asterisk follows results filed as active; ? = inconclusive; / = not tested or not shown.
SMILES,ERp5 block,PAX8 inh HTS,ARNT TACC3 PPI,EWS-Fli block,GSIS activator,XiGFP reactiv,DENV2 CPE rescue,F508del corr
O=C(NCCc1cccs1)C(c1ccccc1)c1ccccc1,3.9,1.8,-5.1,12.2,-9.9,0.3,5.2,0.0
Cc1ccc(CN(C)C(=O)CC2C(=O)NCCN2CC2CCCCC2)cc1 (stereo not drawn),-2.6,-12.8,/,1.1,-11.2,0.0,-0.4,2.1
COC(=O)Cc1c(C)[nH]n(-c2cc(Cl)cc(Cl)c2)c1=O,-8.1,-9.9,23.1,11.5,-6.7,0.0,-0.3,-3.0
CC(=O)N1CCN(c2ccc(NCc3ccc(C)s3)cc2)CC1,-1.0,-0.7,8.0,-9.2,/,0.0,8.8,0.8
CN(Cc1ccco1)S(=O)(=O)c1nnc(NC(=O)c2cccc(Cl)c2)s1,3.1,-30.6,-0.2,6.9,/,0.0,-3.3,-3.7
COc1ccc2c3c([nH]c2c1)[C@H](CO)N(C(=O)c1ccccn1)CC31CCN(C(=O)C2CCC2)CC1,5.1,-17.3,/,-11.6,-11.2,0.2,-6.2,2.4
CCCc1ccc(OCCNC(=O)c2ccco2)cc1,1.6,-70.5,6.3,-60.9,-7.3,0.1,2.7,2.3
COc1ccc(S(=O)(=O)Nc2ccc3c(c2)C(=O)N([C@H](C)CO)C[C@@H](C)[C@H](CN(C)C(=O)Nc2ccc4c(c2)OCO4)OCCCC[C@@H](C)O3)cc1,-2.7,-1.5,-0.8,7.1,-4.7,-0.1,-1.8,0.7
O=[N+]([O-])c1ccc2nn(Cc3ccccc3)cc2c1,-4.7,15.5,3.0,-9.6,-0.5,-0.1,?,-0.4
Cc1ccccc1OCCn1cc(/C(N)=N/O)c2ccccc21,10.9,/,21.8,12.0,-4.6,/,-5.6,0.1
Cc1csc(=O)n1CC(=O)OCC(=O)Nc1ccccc1C(C)C,/,10.2,3.9,6.9,7.1,0.1,19.8,-1.0
CN(C(=O)c1cccc(NC(=O)Cc2cccc(NC(=O)C3CCCN(C(=O)C4CCCCC4)C3)c2)c1)C1CC1 (stereo not drawn),7.3,-5.8,0.3,2.1,-0.4,-0.2,-12.1,-1.9
COc1cc(C(=O)OCC(=O)N2CCNC2=O)cc(Cl)c1OC,-3.0,16.4,-4.9,-1.5,25.5,0.0,/,-2.2
C[C@H](CO)N1C[C@H](C)[C@@H](CN(C)Cc2ccc(C(F)(F)F)cc2)Oc2ccc(NS(=O)(=O)c3ccccc3)cc2CC1=O,0.2,76.2*,-16.3,/,-27.5,0.0,10.5,1.9
CCCc1c(C(=O)N/N=C(\CC)c2ccccc2)nnn1-c1nonc1N,3.9,-8.4,/,-6.4,-1.7,0.0,-2.5,1.1
N#Cc1nc(-c2ccccc2F)oc1NC1CCCCC1,2.6,-47.4,2.5,-19.9,18.0,0.0,-2.5,2.2
CCN(CC)c1ccc(C2C(C(=O)OCCOC)=C(C)NC3=C2C(=O)CCC3)cc1 (stereo not drawn),5.1,/,3.8,-9.1,-2.1,/,2.7,-0.7
COc1cccc(C(O)c2nc(-c3cccc4cccnc34)cs2)c1 (stereo not drawn),-4.8,5.6,/,-8.7,/,0.2,?,-1.1
CC1CCCCN1C(=O)c1cc(S(=O)(=O)N2CCCCC2)c[nH]1 (stereo not drawn),5.3,-6.5,-6.1,6.5,6.5,0.2,-4.6,1.5
O=C(NCc1ccccc1)C(c1ccco1)N1CCN(c2ccccc2F)CC1 (stereo not drawn),5.2,2.4,/,-25.2,-6.1,0.3,-4.4,-1.7
COC(=O)c1cc(C)ccc1OCc1ccc([N+](=O)[O-])cc1,2.6,-0.6,-1.2,-5.0,/,0.0,?,0.7
C[C@H](CO)N1C[C@H](C)[C@@H](CN(C)Cc2ccc(C(F)(F)F)cc2)Oc2ccc(NC(=O)Nc3cccc4ccccc34)cc2CC1=O,-2.2,48.8,16.6,11.7,-4.8,-1.1,-16.5,-3.1
C[C@H](CO)N1C[C@H](C)[C@H](CN(C)Cc2cccc3c2OCCCO3)OCc2cn(nn2)CCCC1=O,-2.6,/,3.5,-3.5,-0.2,-0.3,?,2.3
O=C(c1cc(=O)c2ccccc2o1)N1CCN(c2cccc(Cl)c2)CC1,5.5,18.6,5.5,-4.3,-13.1,0.2,5.9,4.1
CCCCN(C)CCNC(=O)CCn1nc(-c2ccc(Cl)cc2)ccc1=O,2.4,-9.6,5.0,-6.6,0.7,0.0,-0.1,-1.6
CCCCCCCSc1nnc(N)s1,/,-30.8,0.1,17.1,-9.6,0.1,2.7,-4.4
CCN(C(=O)c1cnc(NC(C)C)cc1C(F)(F)F)c1ccc(Cl)cc1Cl,1.1,0.0,-3.0,7.5,22.5,0.0,?,-0.1
CCN(CC)C(=O)Cn1cc(S(=O)(=O)CC(=O)Nc2ccc(C(N)=O)cc2)c2ccccc21,-0.7,12.6,-13.3,/,2.1,-0.1,16.9,1.8
Cc1ccc(-c2nc(CN(C)Cc3cccc4cnccc34)c(C)o2)s1,1.1,22.1,8.7,9.7,-7.2,0.0,-5.4,4.0
CCn1c(CC(=O)Nc2ccccc2)nnc1SCC(=O)NC1=NCCS1,0.6,16.5,1.0,-4.2,4.3,0.2,1.2,2.0
COc1ccc(CCN2CC(C(=O)OC(C)C(=O)Nc3ccc(NC(C)=O)cc3)CC2=O)cc1OC (stereo not drawn),0.7,3.7,-0.9,-3.3,11.5,0.3,-4.3,-0.4
C[C@@H]1CN([C@H](C)CO)C(=O)Cc2cc(NC(=O)Cn3cnnn3)ccc2O[C@H]1CN(C)C(=O)Nc1ccccc1,-5.7,-8.9,-4.1,3.6,13.5,-0.1,-9.3,1.3
O=C(O)Cc1csc(Nc2cccc(Cl)c2)n1,/,-83.3,-2.1,/,-17.5,-0.1,/,/
Cc1ccc(S(=O)(=O)N(C)C[C@@H]2OCCCC[C@H](C)Oc3ccc(NC(=O)CCCN(C)C)cc3C(=O)N([C@H](C)CO)C[C@@H]2C)cc1,-0.9,2.1,-0.3,-0.9,25.5,0.0,-2.6,-3.3
Cc1ccc(NC(=O)C/C(N)=N/OC(=O)Nc2cccc(C)c2)cc1,11.6,-21.4,/,-16.9,-3.5,0.3,?,-2.0
O=c1nc(N/N=C/c2ccco2)cn[nH]1,-3.1,7.7,5.2,-1.5,16.1,-0.1,6.2,/
COc1ccc(CC(=O)Nc2cccc(-c3ccc4nnc(C)n4n3)c2)cc1OC,6.3,1.1,14.0,10.1,3.1,-0.1,6.1,0.8
Cc1noc(C)c1NC(=O)N(C)C[C@H]1OCCCC[C@H](C)Oc2ccc(NC(=O)Cc3ccccc3)cc2C(=O)N([C@@H](C)CO)C[C@@H]1C,10.0,/,-8.9,0.3,5.8,-1.1,8.8,-0.6
C[C@H](CO)N1C[C@H](C)[C@@H](CN(C)Cc2ccc(-c3ccccc3)cc2)Oc2ccc(NC(=O)c3ccncc3)cc2C1=O,-5.7,-10.0,7.2,1.8,-23.2,0.0,3.7,-0.6
CC(Oc1cccc(Cl)c1)C(=O)Nc1nc(-c2ccccn2)cs1 (stereo not drawn),0.1,70.5*,53.3*,35.2,22.2,0.0,4.5,2.7
COc1cc(OC)c2ccc(=O)oc2c1C(CC(=O)N1CCCC1)c1ccc2c(c1)OCO2 (stereo not drawn),-0.7,0.7,3.8,2.2,19.6,0.0,5.2,3.6
C[C@@H]1CCCCO[C@H](CN(C)C(=O)C2CCCCC2)[C@@H](C)CN([C@@H](C)CO)C(=O)c2cc(NC(=O)NC3CCCCC3)ccc2O1,-16.4,11.8,-2.7,-0.6,-26.5,0.1,-3.5,-0.8
COc1ccc(-c2[nH]ncc2CN(C)CCCN2CCOCC2)cc1F,-0.6,-5.2,-8.3,-0.1,4.1,0.2,0.3,1.7
CC1SCC(=NOCc2ccccc2)CS1 (stereo not drawn),-0.1,-45.8,/,-75.4,-4.3,0.0,5.4,1.3
C[C@@H]1COc2cc(N3CCC[C@H]3CO)ccc2S(=O)(=O)N1,-1.5,-12.8,/,1.9,29.0,0.0,-10.0,-0.3
C[C@H]1CN([C@@H](C)CO)C(=O)c2cccc(NC(=O)NC3CCCCC3)c2O[C@@H]1CN(C)S(C)(=O)=O,-1.2,5.8,-0.5,0.2,-0.4,-0.4,5.1,1.8
O=C(Nc1ccc2c(c1)[C@H]1C[C@H](CC(=O)N3CCOCC3)O[C@H](CO)[C@H]1O2)c1ccc2c(c1)OCO2,/,2.9,-4.3,-1.6,-2.8,-0.1,-6.4,-2.8
CCOc1cc(S(=O)(=O)n2ccnc2)ccc1Br,?,0.1,-12.1,-11.6,17.9,0.2,/,0.6
N#Cc1ccccc1NS(=O)(=O)c1cc2c3c(c1)CCN3C(=O)CC2,-9.1,-4.1,-0.5,3.6,22.0,0.3,0.7,1.0
Cc1cc(C)n2c(SCc3ccc(Br)cc3)nnc2n1,1.8,19.5,/,-16.5,8.5,0.2,-4.7,/
Cc1c(C)n(Cc2ccc(Cl)cc2)c2ccc(C(=O)NCCN3CCOCC3)cc12,1.9,7.4,-30.7,0.2,-15.1,0.1,2.3,2.6
Cc1cc(C)cc(NC(=O)C2CCCN(S(=O)(=O)c3c(C)noc3C)C2)c1 (stereo not drawn),1.7,6.0,-0.9,7.3,-34.5,0.0,-1.9,2.6
CN(CC(=O)Nc1ccc(Cl)c(C(F)(F)F)c1)C(=O)CCc1nc2ccccc2c(=O)[nH]1,-0.7,12.4,-0.8,-28.5,-5.1,3.2,-8.1,1.9
Cc1ccc(CCNC(=O)c2sc3nc4n(c(=O)c3c2C)CCC4)cc1,3.2,-18.8,3.0,-15.7,5.1,0.0,-1.5,0.2
COc1cc(C=NNc2nc3c([nH]2)c(=O)n(C)c(=O)n3C)ccc1O,-3.6,6.6,-1.9,10.8,7.2,0.2,5.8,-2.2
Cc1ncoc1C(=O)N1CCCC(C(=O)c2ccc(Oc3ccccc3)cc2)C1 (stereo not drawn),-0.5,-15.2,-0.6,-0.7,13.4,0.0,2.1,-3.1
CCC(C)/C(C)=N/NC(=O)c1ccc(CSc2nc3ccccc3s2)cc1 (stereo not drawn),0.8,-23.7,1.6,-43.3,/,0.0,-0.2,4.8
CCC(C)c1ccc(NC(=S)NCCn2cc(Cl)cn2)cc1 (stereo not drawn),-6.4,12.1,-0.8,4.1,-35.4,-0.1,1.8,-1.2
CC(NC(=O)COC(=O)Cc1ccccc1[N+](=O)[O-])c1ccccc1 (stereo not drawn),-2.7,-4.6,-6.1,-11.8,0.5,0.1,4.7,/
